# FBW7 act: human FBW7 E3 ligase activation, primary screen | AID 1259310 | AlphaScreen FBW7–phospho-cyclin E peptide binding, activator screen | hit rate 0.13% among 650,000 | normalized activity (activation), % at 26.1 µM; in the data active = normalized activity above about 1.9%;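 note: purified mutant Fbw7 with reduced substrate affinity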
# GPR151 activ: human GPR151 activation; activation, % at 11.2 µM; AID 1508602; hit rate 1% among 650,000; Q8TDV0; PathHunter beta-arrestin GPR151 cells, luminescence; in the data active = activation above about 4.9%;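 note: 0% = median of compound wells and 100% = cells with positive control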
# Target sequence (Q8TDV0 whole entry, looked up): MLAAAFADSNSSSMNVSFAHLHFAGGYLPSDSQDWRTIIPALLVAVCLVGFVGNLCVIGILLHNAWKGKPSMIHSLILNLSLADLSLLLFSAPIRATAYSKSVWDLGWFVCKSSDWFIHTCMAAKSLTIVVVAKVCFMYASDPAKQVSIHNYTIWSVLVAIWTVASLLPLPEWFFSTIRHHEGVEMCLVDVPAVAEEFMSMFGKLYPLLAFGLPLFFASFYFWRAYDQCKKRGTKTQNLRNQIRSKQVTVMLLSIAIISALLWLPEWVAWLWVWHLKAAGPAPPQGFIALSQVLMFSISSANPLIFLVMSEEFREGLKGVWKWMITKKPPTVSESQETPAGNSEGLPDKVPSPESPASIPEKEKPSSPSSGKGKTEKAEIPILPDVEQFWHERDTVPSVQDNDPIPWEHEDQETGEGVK
# TEAD-YAP inh: TEAD-YAP interaction inhibition; hit rate 1.4% among 640,000; inhibition, % at 9.12 µM; AID 1259422; HEK-TIYL cells, TEAD-Gal4/YAP UAS-luciferase luminescence; in the data active = inhibition above about 32%;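 note: 0% = median of test compound wells and 100% = reference inhibitor wells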
# MITF primary: blocks human microphthalmia-associated transcription factor; O75030; AlphaScreen MITF homodimerization, bead proximity signal; inhibition, % at 2.6 µM; hit rate 0.91% among 650,000; AID 1259374; in the data active = inhibition above about 50%;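 note: 0% = vehicle wells with protein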
# Target sequence (O75030 whole entry, looked up): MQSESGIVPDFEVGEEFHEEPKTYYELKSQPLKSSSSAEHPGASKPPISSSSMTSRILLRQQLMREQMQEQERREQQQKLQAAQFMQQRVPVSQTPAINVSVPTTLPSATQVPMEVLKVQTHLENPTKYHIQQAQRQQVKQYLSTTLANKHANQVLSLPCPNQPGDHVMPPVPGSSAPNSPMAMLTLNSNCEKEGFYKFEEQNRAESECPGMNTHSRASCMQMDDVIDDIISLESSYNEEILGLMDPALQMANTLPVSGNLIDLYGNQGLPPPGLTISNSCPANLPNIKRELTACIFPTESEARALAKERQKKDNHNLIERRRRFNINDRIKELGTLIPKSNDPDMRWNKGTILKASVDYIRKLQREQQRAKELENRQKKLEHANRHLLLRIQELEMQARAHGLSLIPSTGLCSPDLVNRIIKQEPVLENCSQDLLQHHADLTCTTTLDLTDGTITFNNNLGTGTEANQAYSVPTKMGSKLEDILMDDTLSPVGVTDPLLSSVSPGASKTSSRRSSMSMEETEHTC
# * marks the source's active call; other numbers are inactive results.
# Each structure is followed by: FBW7 act	GPR151 activ	TEAD-YAP inh	MITF primary
CCOC(=O)C1=C(C)NC2=C(C(=O)C(C(=O)OCC)C(c3ccc(OC)cc3)C2)C1c1ccc(O)c(OC)c1 (stereo not given)
    0.4	0.6	1	8
CCCCOc1ccccc1C1C(C(=O)OC)=CN(Cc2ccc(OC)cc2)C=C1C(=O)OC
    0.6	-0.6	-7	-21
CCN(CC)CCNS(=O)(=O)c1ccc(C#N)cc1
    -0.1	-0.4	-5	0
CCN(CC)CC(=O)N1c2ccccc2Sc2ccc(C(F)(F)F)cc21
    0.1	0.6	0	41
Cc1cccc(/C(N)=N/OC(=O)c2ccc(Cl)cc2)c1
    0.0	0.7	-33	10
CN1CCN(C(=O)C2COc3ccccc3O2)CC1 (stereo not given)
    -0.4	0.4	3	11
Cc1c(N2C(=O)c3cccc4c([N+](=O)[O-])ccc(c34)C2=O)c(=O)n(-c2ccccc2)n1C
    0.1	-0.8	-2	9
N#C/C(=C(/O)COC(=O)c1ccccc1O)c1nc2ccccc2s1
    0.2	1.2	-8	-1
CC(=O)c1ccc[nH]1
    -0.2	0.1	7	1
CCOc1cccc2c1OC1(C)C(C(=O)Nc3ccc(C)cc3C)C2NC(=S)N1c1ccc(C)cc1 (stereo not given)
    -0.1	-1.2	1	1
C#CCOc1ccc(/C=C2/SC(=S)N(CCC(=O)O)C2=O)cc1
    0.0	-0.6	58*	11
CCn1cc(CN2CCC(n3nccc3NC(=O)CCOc3ccccc3)CC2)c(C)n1
    -0.1	0.1	-1	-4
Cc1ccc(C(=O)C2=C(O)C(=O)N(Cc3cccnc3)C2c2cccc(Oc3ccccc3)c2)o1 (stereo not given)
    -0.2	0.5	3	-10
COc1ccc(C2C(C(=O)Nc3cccc(C)n3)c3ccccc3C(=O)N2C)cc1 (stereo not given)
    0.1	0.3	-2	-6
Cc1ccc(S(=O)(=O)N2CCCCC2)cc1N
    0.0	-0.7	7	-14
Cn1c(SCCCc2ccccc2)nnc1-c1ccncc1
    0.2	-1.0	7	7
CC(=O)c1ccc(NC(=O)CSC(N)=O)cc1
    0.0	0.1	-12	3
COC(=O)C(Cc1ccccc1)NC(=O)C(Cc1cnc[nH]1)NC(=O)OCc1ccccc1 (stereo not given)
    0.0	5.5*	-2	3
Cc1nc(Nc2nc3ccccc3o2)nc(C)c1C(=O)Nc1cccc(C(F)(F)F)c1
    0.1	0.6	0	3
CC(C)N(C)Cc1nnnn1CC(=O)NC(c1ccccc1)c1ccccc1
    0.1	1.4	9	-7
COC(=O)N/N=C\c1ccc(Br)o1
    -0.1	-0.7	-3	1
CCSCc1nnc(SCC(=O)Nc2nccs2)n1CC
    0.0	0.2	-1	7
Cc1n[nH]c(C)c1S(=O)(=O)N(CC(=O)Nc1cccc(F)c1)c1ccc(C(C)C)cc1
    0.0	-0.5	6	4
Cc1nc(NCCNC(=O)NC2CCCCC2)c2c3c(sc2n1)CCCC3
    0.3	0.3	-9	12
COC(=O)c1ccccc1S(=O)(=O)Nc1cccc(C#N)c1
    0.4	0.3	-2	17
CNc1c(NC(=O)CC23CC4CC(CC(C4)C2)C3)c(=O)oc2ccccc12
    0.2	1.6	7	4
O=C(CCc1ccccc1)Nc1ccc(NC(=O)C2CCCCC2)nc1
    0.3	-0.9	2	4
CCN1CCN(C(=O)c2cccn2C)C(C(=O)NC)C1 (stereo not given)
    -0.1	-0.9	-8	-7
COc1cc(/C=N/N=C2\NC(=O)C(Cc3ccccc3)S2)ccc1O (stereo not given)
    0.1	-1.0	0	1
Cc1ccnc(NC(=O)C2CC=CCC2C(=O)O)c1 (stereo not given)
    -0.1	6.3*	-5	14
C=CCc1cc(C)ccc1OCCOCCNCCN(C)C
    -0.1	-0.1	-4	51*
O=C(Nc1ccc(Br)cc1)c1ccc(F)c([N+](=O)[O-])c1
    -0.1	0.6	23	1
O=C1CCCN1CCCNc1nc(NCCCN2CCCC2=O)c2ncn(-c3ccccc3)c2n1
    -0.1	-0.8	-2	-8
COc1ccc(-c2cc(C(F)(F)F)n3ncc(C(=O)N4CCCc5ccccc54)c3n2)cc1
    -0.1	1.8	-10	3
O=C(/C=C/c1ccccc1)Nn1cnnc1
    0.2	-1.0	-2	-7
CCN1C(=O)CC(C(=O)Nc2ccc(Br)cc2)SC1=Nc1ccc(OC)cc1 (stereo not given)
    -0.1	1.5	34*	-12
CCc1nnc2sc(-c3ccc(C)c(NC(=O)c4ccc(Br)o4)c3)nn12
    0.0	-1.1	0	-4
C=C(C)CSc1nc2sc3c(c2c(=O)n1-c1ccccc1)CC(C)(CC)OC3 (stereo not given)
    -0.2	1.4	6	-1
COc1ccc(N2C(=O)CC(S/C(N)=N/N=C(\C)c3cccs3)C2=O)cc1 (stereo not given)
    0.0	-0.8	8	0
O=C(N1CCCCCC1)N1CCN(C(=O)N2CCOCC2)CC1
    0.0	5.8*	-2	-2

# An excerpt from above, limited to FBW7 act:
canonical_smiles | FBW7 act
COC(=O)N/N=C\c1ccc(Br)o1 | -0.1
O=C(CCc1ccccc1)Nc1ccc(NC(=O)C2CCCCC2)nc1 | 0.3

# Continued.
# Each structure is followed by: FBW7 act	GPR151 activ	TEAD-YAP inh	MITF primary
CCOC(=O)CN(C)C(=O)CCc1nnc(C2(c3ccc(Cl)cc3)CCC2)o1
    0.0	2.1	-25	16
O=C(NCc1cccs1)c1ccc([N+](=O)[O-])cc1
    0.0	-0.9	4	15
O=C1OC(NC(=O)c2ccccc2)C(n2cc(CO)nn2)=C1Cl (stereo not given)
    0.2	-0.7	1	25
CC1CCCC(C)N1C(=O)Cn1ncn2c(cc3ccsc32)c1=O (stereo not given)
    0.0	-0.6	-1	4
CCc1ccc(C(=O)N[C@H]2C[C@H]3C(=O)N[C@@H](COCc4ccccc4)C(=O)N3C2)cc1
    -0.2	2.0	8	11
CCOC(=O)c1c(C)[nH]c(C(=O)CSc2nc3ccccc3[nH]2)c1C
    0.0	-0.9	-14	14
CCOC(=O)Cn1c(=O)c2c(nc3n(Cc4ccc(OC)cc4)c(C)c(C)n23)n(C)c1=O
    0.0	-0.6	-6	-7
CCOC(=O)CN1C(=O)S/C(=C/c2ccc(-c3ccc(C(=O)O)c(Cl)c3)o2)C1=O
    -0.1	-1.4	7	13
Cc1ccc(Cl)cc1NC(=O)CN(c1ccc(Cl)cc1C)S(C)(=O)=O
    -0.1	-1.4	4	-2
COc1ccc(CCNc2nc3ccccc3c3nc(-c4cccnc4)nn23)cc1OC
    0.0	-1.0	18	-5
O=C1CCC/C(=N\NC(=O)c2cc(-c3cccnc3)nc3ccccc23)C1
    -0.2	-0.2	6	-5
Cc1cccc(/C=C2\NC(=O)N(Cc3ccc(Cl)cc3)C2=O)c1
    -0.1	0.9	3	5
Cc1cc(C(=O)NCCCN2CCCCCC2)n(-c2ccccc2)n1
    -0.1	0.4	4	6
CCOC(=O)c1c(NC(=O)c2cc3nc(-c4ccc(Cl)c(Cl)c4)cc(C(F)(F)F)n3n2)sc2c1CCCC2
    -0.1	-1.2	9	-3
COC(=O)c1ccc(COc2cc(C)ccc2C)o1
    0.4	-1.1	-44	4
CN(c1ccccc1)c1nnc(-c2ccc(NC(=O)c3ccco3)cc2)s1
    0.3	-0.1	-2	12
Cc1ccc(Cn2c(SCC(C)C)nc3c2c(=O)n(C)c(=O)n3C)cc1
    0.0	1.0	6	5
CC(C)CN(C(=O)COC(=O)c1ccc(Br)o1)C1CCS(=O)(=O)C1 (stereo not given)
    0.0	-1.0	-13	6
Cc1c(NC(=O)COC(=O)CN2C(=O)C(=O)c3ccccc32)c(=O)n(-c2ccccc2)n1C
    0.8	-0.7	10	20
COc1ccc(CNC(=O)C(=O)NCCc2ccc(Cl)cc2)cc1
    0.0	-0.7	8	2

# Profiles as entered above. Order of screens: FBW7 act	GPR151 activ	TEAD-YAP inh	MITF primary
# `CC(=O)c1ccc[nH]1` is listed as -0.2	0.1	7	1
# `O=C(N1CCCCCC1)N1CCN(C(=O)N2CCOCC2)CC1` is listed as 0.0	5.8*	-2	-2

# Following part.
# Each structure is followed by: FBW7 act	GPR151 activ	TEAD-YAP inh	MITF primary
CC(C)(C)NC(=O)/C(=C\c1ccccc1)NC(=O)c1ccc([N+](=O)[O-])cc1
    0.1	-0.7	-9	2
C=CCNC(=O)CSc1nc(O)c(CC(C)C)c(=O)[nH]1
    0.2	0.0	5	18
CC(C)N(C(=O)Cn1c(SCC(=O)N2CCCCC2)nc2ccccc21)C(C)C
    0.0	0.5	4	10
COc1ccc(OCC(=O)N/N=C/c2ccc(Br)o2)c(Br)c1
    -0.1	0.0	-2	7
O=[N+]([O-])c1ccc(N2N=NC3C4CC(C5CC=CC54)C32)cc1 (stereo not given)
    -0.1	1.9	7	5
O=C(O)c1c(CNCC2CCCO2)c2ccccc2n1Cc1cccc(Cl)c1 (stereo not given)
    0.1	-0.4	-26	-9
O=C(N1CCC(O)(c2ccccn2)CC1)C1(c2ccc(Cl)cc2)CC1
    0.0	0.6	0	5
Cc1cccc(-n2c(SCC#N)nc3c(c2=O)C2(CCCCC2)Cc2ccccc2-3)c1
    -0.1	0.5	0	11
Cc1ccc(NC(=O)CNCCCN2CCCCCC2=O)cc1C
    -0.3	-0.4	-23	28
Cc1cc(NCc2cccc(C(F)(F)F)c2)nc(Nc2cccc(N(C)C)c2)n1
    0.0	-1.1	9	34
FC(F)(F)c1cc(-c2ccccc2)nc2onc(OCCN3CCOCC3)c12
    0.6	1.3	4	-5
O=C(Nc1ccc(N2CCOCC2)cc1)c1ccccc1Cl
    0.4	-1.5	-49	0
COc1cc(/C=C2\SC(=O)NC2=O)ccc1Oc1cnccn1
    0.5	-0.3	-4	4
COc1ccc(-c2csc(Nc3cccc(Cl)c3C)n2)cc1OC
    -0.3	0.2	-1	-7
CCOc1ccc(CCNS(=O)(=O)c2cc(-c3nnc(Nc4ccc(C(=O)NC)cc4)c4ccccc34)ccc2C)cc1OCC
    0.0	2.4	27	1
COc1cccc(C(=O)N2CC[C@@H]3[C@H](CCCN3C(=O)c3ccccc3F)C2)c1
    0.0	-1.1	9	-174
O=C(NCCO)C1CCN(S(=O)(=O)c2ccc(F)cc2)CC1
    0.1	1.0	1	-2
CCC(C)NC(=O)Cn1c(=O)n(-c2ccccc2)c(=O)c2sccc21 (stereo not given)
    0.0	0.7	8	8
COCC(C)NC(=O)C1CC(Cc2cccc3ccccc23)=NO1 (stereo not given)
    -0.1	-0.3	-49	-9
O=C(CN1CCc2nc(N3CCCC3)[nH]c(=O)c2C1)NC1CCCCC1
    0.0	2.2	4	0

# Reprinted from the part before: 5 entries, then new ones.
# Each structure is followed by: FBW7 act	GPR151 activ	TEAD-YAP inh	MITF primary
COc1cccc(C(=O)N2CC[C@@H]3[C@H](CCCN3C(=O)c3ccccc3F)C2)c1
    0.0	-1.1	9	-174
O=C(NCCO)C1CCN(S(=O)(=O)c2ccc(F)cc2)CC1
    0.1	1.0	1	-2
CCC(C)NC(=O)Cn1c(=O)n(-c2ccccc2)c(=O)c2sccc21 (stereo not given)
    0.0	0.7	8	8
COCC(C)NC(=O)C1CC(Cc2cccc3ccccc23)=NO1 (stereo not given)
    -0.1	-0.3	-49	-9
O=C(CN1CCc2nc(N3CCCC3)[nH]c(=O)c2C1)NC1CCCCC1
    0.0	2.2	4	0
O=C(Nc1ccccc1F)N1CCC(CO)(Cc2cccc(F)c2)CC1
    -0.1	-0.7	-14	9
COc1ccc(S(=O)(=O)N2CCN(CC(=O)Nc3ccc(OC)c(OC)c3)CC2)cc1
    -0.1	0.3	7	-6
CCOC(=O)Cn1c(=NC(=O)c2ccccc2[N+](=O)[O-])sc2cc(NC(C)=O)ccc21
    -0.1	-1.3	-3	9
CCc1ccccc1Nc1nc(-c2ccccc2)nc2ccccc12
    -0.1	0.1	3	-7
CCC1(c2ccc(Cl)cc2)NC(=O)N(CC(=O)N2CC3(C)CC2CC(C)(C)C3)C1=O (stereo not given)
    0.1	1.3	6	-5
O=C(c1ccc([N+](=O)[O-])cc1)N1CCN(c2nc(-c3ccc(F)cc3)cs2)CC1
    -0.2	-0.5	-17	17
O=C(O)/C(=C\c1ccccc1)NC(=O)c1ccc(Br)o1
    -0.1	0.8	1	-6
O=C(Nc1cccc(Br)c1)C1C2C3CCC(C3)C12 (stereo not given)
    -0.1	0.5	-65	-5
Cc1c(NC(=O)CCCOc2ccc(Cl)cc2Cl)c(=O)n(-c2ccccc2)n1C
    1.1	-0.9	13	-5
CCCCCCNc1nc(Nc2ccc([N+](=O)[O-])cc2)nc(N2CCOCC2)n1
    -0.1	1.0	4	2
CC1CCCCC1NC(=O)C1CCN(C(=O)c2sccc2-n2cccc2)CC1 (stereo not given)
    1.1	-0.4	-3	16
CCCOc1ccc(N2C(=O)CC(Nc3ccc(C(=O)O)cc3)C2=O)cc1 (stereo not given)
    0.0	-0.5	-6	0
Cc1cc(C)cc(N2C(=O)CSC2c2cccc(F)c2)c1 (stereo not given)
    -0.2	0.3	5	1
NC(=O)c1ccccc1NC(=O)C1CC(=O)N(C2CCCCC2)C1 (stereo not given)
    -0.1	0.9	-1	-2
O=C(N/N=C/c1c(Cl)cccc1Cl)c1cc(O)c(O)c(O)c1
    -0.6	0.5	-8	-8
c1csc(-c2nc3cnccn3c2NCC2CCCO2)c1 (stereo not given)
    0.5	-0.5	-19	4
CCOCCCNS(=O)(=O)c1ccc2c(c1)oc(=O)n2CC(=O)OCC
    0.2	-1.3	4	8
CCOC(=O)c1ccc(NC(=O)C2CC(=O)N(CCc3ccc(OC)c(OC)c3)C(=Nc3ccc(Cl)cc3)S2)cc1 (stereo not given)
    0.0	0.0	-5	-7

# Bioassay records (PubChem)
